# tuberculosis growth: growth inhibition of non-replicating M. tuberculosis (AID 488890); Mycobacterium tuberculosis non-replicating, growth inhibition; higher % means a stronger effect; inhibition, % at 25 µM; hits with a dose series show IC50 in µM; 0.39% of 320,000 active; in the data active = a potency from the dose series; inconclusive = inhibition mostly from about 82% at the one dose, without a potency; inactive = the rest, 99 in 100 with inhibition below about 76%;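 note: plate controls were DMSO cells for no effect and high antibiotic wells for full effect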
# inhibitors of VEEV: inhibitors of VEEV TC-83 cytopathic effect, confirmation, Vero cells (AID 588727). Vero cells, VEEV TC-83 cytopathic effect inhibition; higher % means a stronger effect. inhibition, % at 20 µM, or IC50 in µM where a hit was titrated. 0.13% of 350,000 active; in the data active = a potency from the dose series; inconclusive = inhibition mostly from about 14% at the one dose, without a potency; inactive = the rest, 99 in 100 with inhibition below about 12%; note: strong numbers were not always called active
# H37Rv inhibition: M. tuberculosis growth inhibition, HTS (AID 449762); M. tuberculosis H37Rv growth inhibition, 7H9 media; higher % means a stronger effect; one-dose inhibition, % at 25 µM; IC50 in µM for titrated hits; 0.59% of 330,000 active; in the data active = a potency from the dose series; inconclusive = inhibition above about 70% without an active follow-up result;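 note: bacterial growth assessed after seven days of incubation; strong numbers were not always called active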
# influenza NS1A: NS1A inhibition, H1N1 influenza, cell based functional assay (AID 504329); 0.3% of 340,000 active; NS1A functional cell-based assay, percent inhibition; higher % means a stronger effect; inhibition, % at 12.5 µM; hits with a dose series show IC50 in µM; in the data active = a potency from the dose series; inconclusive = inhibition above about 27% without an active follow-up result; note: strong numbers were not always called active
# PhoP GFP inhibition: PhoP regulon inhibitors, Salmonella typhi PhoP promoter GFP reporter, confirmatory (AID 1850); one-dose inhibition, % at 50 µM; IC50 in µM for titrated hits; 0.33% of 310,000 active; Salmonella Typhi PhoP-promoter GFP reporter, fluorescence, 4 h; higher % means a stronger effect; in the data active = a potency from the dose series; inconclusive = inhibition mostly from about 25% at the one dose, without a potency; inactive = the rest, 99 in 100 with inhibition below about 19%;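 note: 0% = induced wells with vehicle and 100% = uninduced wells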
# inhibitors of VEEV 10K pilot screen: second read-out of inhibitors of VEEV, no call of its own (marks repeat the call); inhibition, %; measured here: 10K pilot screen inhibition
# An asterisk follows results filed as active; i = inactive; u = inconclusive; x = not tested or not shown.
SMILES,tuberculosis growth,inhibitors of VEEV,H37Rv inhibition,influenza NS1A,PhoP GFP inhibition,others
Cc1nc(SCC(=O)Nc2ccc3c(c2)OCCO3)nc(C)c1C,-21%,1.2%,-7%,-2%,2%,
CCOC(=O)c1cccc(NC(=O)c2ccccc2C)c1,17%,i,0%,12%,-5%,
COc1c(Cl)cc(C(=O)NCc2ccco2)cc1Cl,25%,i,0%,-23%,3%,
CCCCN1C[C@H](O)[C@@H](O)[C@H](O)[C@H]1CO,-3%,i,24%,0%,3%,
CCN(CC)CCNC(=O)c1cc2ccccc2nc1Cl,-4%,0.3%,-2%,-8%,1%,
Cc1cc(O)c(C(C)C)cc1C1(c2cc(C(C)C)c(O)cc2C)OC(=O)c2ccccc21,29%,i,-9%,-4%,4%,
COCCNc1nc2c(c(=O)[nH]c(=O)n2C)n1CCCc1ccccc1,-4%,0.4%,3%,17%,-2%,
O=C(/C=C/c1c(Cl)cccc1Cl)NCCc1ccccc1,-3%,i,-2%,-2%,2%,
CN(C)S(=O)(=O)c1ccc(NC(=O)CN2CCN(C(c3ccccc3)c3ccccc3)CC2)cc1,5%,1.0%,-2%,1%,-6%,
O=C1O[C@@H](c2ccc(O)cc2)Cc2cccc(O)c21,u,1.5%,-5%,2%,x,
CCOC(=O)c1c(N)sc2c(OCC)c(Br)ccc12,6%,0.0%,u,-6%,-13%,
Cc1nnc(N/N=C/c2cccc(OCc3ccc(Cl)c(Cl)c3)c2)n1N,3.4µM*,2.0%,u,15%,-29%,
CCc1c(O)nc(SCC(=O)NCc2ccco2)[nH]c1=O,4%,2.6%,7%,-16%,-14%,
C=CCn1c(SCC#N)nnc1-c1ccc2ncccc2c1,5%,0.7%,1%,12%,4%,
CCN(CC(=O)NCCc1ccc(Cl)cc1)Cc1nc2ccccc2c(=O)[nH]1,62%,3.2%,1%,3%,-9%,
CCC(=O)NCC(=O)OCC(=O)c1ccccc1,0%,3.9%,-6%,-1%,-4%,inhibitors of VEEV 10K pilot screen=0.8
COc1ccc(-c2nc(C#N)c(N3CCc4ccccc4C3)o2)cc1OC,41%,2.2%,98%,-9%,3%,inhibitors of VEEV 10K pilot screen=5.0
CCN1CCN(c2ccc(NC(=O)c3ccccc3F)cc2Cl)CC1,12%,1.2%,7%,-3%,8%,
O=C(Cc1cccc(NC(=O)C2CCCN(C(=O)c3ccccc3)C2)c1)Nc1ccc(C(=O)N2CCOCC2)cc1 (stereo not drawn),x,0.8%,x,-4%,x,
COc1ccc(CCNC(=O)C2CCCN(c3nn4c(=O)cc(C)nc4s3)C2)cc1OC (stereo not drawn),x,0.9%,x,-4%,x,
O=C(NCCN1CCOCC1)c1cc(-c2ccccc2)on1,-1%,1.3%,4%,-2%,2%,
CCN1CCN(C(=S)NC(C)c2ccccc2)CC1 (stereo not drawn),-3%,0.4%,3%,1%,7%,
CCOC(=O)N1CCN(C(=O)c2ccccc2NC(=O)c2ccc(F)cc2)CC1,7%,i,-4%,-16%,1%,
NC(=O)CN1C(=O)NC2(CCCc3sccc32)C1=O (stereo not drawn),-3%,1.4%,-1%,4%,5%,
COC(=O)c1ccccc1NC(=O)COC(=O)[C@H](C)NC(N)=O,-5%,i,5%,-5%,1%,
Cc1cc(-c2n[nH]c(=S)n2/N=C/c2cccc([N+](=O)[O-])c2)n[nH]1,-36%,2.7%,-8%,1%,-8%,
CN(C)c1ccc(CC(=O)c2nc3ccccc3s2)cc1,62%,0.4%,-3%,7%,-5%,
Cc1onc(-c2c(Cl)cccc2Cl)c1C(=O)N1CCN(c2ccc(F)cc2)CC1,-8%,0.5%,5%,4%,15%,
Cc1cc(C)c(C(=O)O)c(CC(C)(C)C(=O)O)c1,-23%,i,7%,-12%,-7%,
CCOc1c(OC)ccc2c3c(c(=O)oc12)CCCC3,x,0.1%,x,-2%,-9%,
C/C=C(\C)CN1CCN(c2ccc(C)cc2)CC1,2%,2.1%,-4%,-9%,-5%,
COc1ccc(C(=O)NCC2CCCO2)cc1S(=O)(=O)N1CCCc2ccccc21 (stereo not drawn),4%,2.1%,8%,-1%,8%,
COc1cc(C2CC(=O)C3=C(C2)Nc2ncnn2C3c2cccs2)cc(OC)c1OC (stereo not drawn),4%,0.8%,2%,x,8%,
COc1cc(S(=O)(=O)N2CCN(C(=O)C3CC3)CC2)ccc1NC(C)=O,12%,1.7%,5%,-10%,x,
CN(C)S(=O)(=O)c1cccc(NC(=O)COC(=O)CCC(=O)c2cccs2)c1,12%,i,-5%,0%,2%,
CCOC(=O)C(CCSC)Nc1nc(Cl)nc(Nc2ccc(Cl)cc2)n1 (stereo not drawn),-1%,2.9%,-2%,-6%,7%,
Cc1cc(N2CCCCC2)nc(SCC(=O)c2ccccc2)n1,20%,5.1%,4%,1%,-7%,
COc1cccc(CN(C)CC(=O)Nc2cccc3ccccc23)c1,4%,i,13%,-3%,10%,
CCOC(=O)C1C(=O)CC(C)(O)C(C(=O)OCC)C1c1ccccc1OC (stereo not drawn),-1%,0.4%,-12%,-14%,2%,
Cc1ccc(C)c2sc(NC(=O)c3nc4ccccc4s3)nc12,76%,1.0%,-1%,-1%,-2%,

# Looked up one by one from the entries so far, 5 records:
SMILES,tuberculosis growth,inhibitors of VEEV,H37Rv inhibition,influenza NS1A,PhoP GFP inhibition,others
CCOC(=O)C1C(=O)CC(C)(O)C(C(=O)OCC)C1c1ccccc1OC (stereo not drawn),-1%,0.4%,-12%,-14%,2%,
O=C(NCCN1CCOCC1)c1cc(-c2ccccc2)on1,-1%,1.3%,4%,-2%,2%,
Cc1cc(C)c(C(=O)O)c(CC(C)(C)C(=O)O)c1,-23%,i,7%,-12%,-7%,
CCOC(=O)N1CCN(C(=O)c2ccccc2NC(=O)c2ccc(F)cc2)CC1,7%,i,-4%,-16%,1%,
Cc1cc(-c2n[nH]c(=S)n2/N=C/c2cccc([N+](=O)[O-])c2)n[nH]1,-36%,2.7%,-8%,1%,-8%,

# Later entries
SMILES,tuberculosis growth,inhibitors of VEEV,H37Rv inhibition,influenza NS1A,PhoP GFP inhibition,others
COC(=O)c1ccc(N2NC(=O)/C(=C/c3cc(OC)c(OC)c(OC)c3)C2=O)cc1,13%,0.9%,u,-4%,-8%,
O=S(=O)(Nc1ccc(Cl)cn1)c1ccc2c(c1)OCCO2,-7%,2.2%,11%,-8%,9%,
Cc1ccsc1C(=O)C1CCCN(Cc2cc(C(C)C)n[nH]2)C1 (stereo not drawn),26%,2.0%,1%,-23%,-1%,
Cc1c(-c2cccc(Cl)c2)nc2ccccc2c1C(=O)OCC(=O)Nc1ccc2c(c1)OCO2,9%,5.5%,u,3%,-1%,inhibitors of VEEV 10K pilot screen=3.9
COc1ccc(NC2CCCN(C(=O)C3(C)CCCCC3)C2)cc1OC (stereo not drawn),18%,1.9%,4%,10%,3%,
O=C(Nc1cc([N+](=O)[O-])ccc1C(=O)NCCN1CCOCC1)c1ccccc1,31%,8.0%,5%,-6%,2%,
Cc1noc(C)c1NC(=O)N(C)C[C@H]1Oc2ccc(NC(=O)NC3CCCCC3)cc2C(=O)N([C@H](C)CO)C[C@@H]1C,16%,0.4%,-5%,8%,x,inhibitors of VEEV 10K pilot screen=1.3
CCc1ccc(NC(=O)Nc2cc(C(=O)NCC3CCCO3)ccc2N2CC3CC(C2)c2cccc(=O)n2C3)cc1 (stereo not drawn),-3%,5.6%,-1%,-3%,5%,
CN(C1CCCCC1)S(=O)(=O)c1ccc(=S)[nH]c1,8%,0.3%,7%,-3%,x,
COc1ccc(CNC(=O)C2CCN(C(=O)c3cccc(Cl)c3)CC2)cc1,5%,6.1%,-5%,-7%,0%,
Cc1ccc2c(c1)=NC(=O)/C(=C/c1c(O)[nH]c(=O)[nH]c1=O)C=2,-5%,1.0%,-1%,-22%,3%,
CC1(C)Cc2cccc(C(=O)NC3CCN(Cc4ccccc4)CC3)c2O1,7%,2.5%,0%,98%,2%,
C#CCOCCOCCOCCNc1nc(N2CCN(C(=O)[C@H](CC(N)=O)n3cc([C@@H](N)CC(N)=O)nn3)CC2)nc(N2CCN(C(=O)[C@H](CC(N)=O)n3cc([C@@H](N)CC(N)=O)nn3)CC2)n1,12%,1.2%,6%,8%,x,
CNCC/C=C1/c2ccccc2CSc2ccccc21,33%,i,-1%,3%,15%,
COC(=O)c1cnn(-c2ccc(C)c(C)c2)c1-n1cccc1,12%,3.2%,3%,10%,5%,
Cc1csc(NC(=O)CSc2nc3[nH]c(=O)cc(O)c3s2)n1,x,2.9%,x,-3%,x,
O=C(C=P(c1ccccc1)(c1ccccc1)c1ccccc1)c1ccccc1-c1ccccc1C(=O)C=P(c1ccccc1)(c1ccccc1)c1ccccc1,x,i,x,58µM*,x,
O=C(Cc1ccccc1)NCc1n[nH]c(=S)n1-c1ccccc1,4%,i,-5%,0%,-8%,
Cc1ccc(OCC(=O)NNC(=O)c2ccccc2OCc2c(C)noc2C)cc1,22%,1.0%,10%,5%,13%,
COc1cccc(N2C(=O)C3C(C2=O)C3(c2ccccc2)c2ccccc2)c1 (stereo not drawn),18%,1.2%,4%,12%,4%,
N#Cc1sc2nc(C3CC3)cc(-c3ccc(Cl)cc3)c2c1N,-6%,3.2%,-1%,-10%,-10%,
NC(=O)c1cc2cc(Cc3ccccc3Cl)ccc2oc1=O,u,i,14%,-6%,-21%,
Cc1ccsc1C(=O)C1CCCN(Cc2ccc(O)cc2)C1 (stereo not drawn),-7%,1.3%,7%,8%,-10%,
CCN(Cc1ccccc1)C(=O)COC(=O)c1cnc(C)cn1,-5%,1.0%,4%,-9%,8%,
CCN(CC)CCCN(C(=O)c1ccccc1F)c1nc(-c2ccc(OC)cc2)cs1,76%,44%,15%,4%,2%,
Cc1ccc(S(=O)(=O)N2CCCC2)cc1C(=O)Nc1ccc(-n2cnnn2)cc1,15%,i,-11%,-5%,x,
COC(=O)c1ccc(CSc2nnc(Nc3ccc(OC)cc3)s2)o1,8%,0.7%,7%,11%,10%,
C[C@@H]1CCC2[C@](C)(CO)[C@@H](O)CC[C@]2(C)[C@@]12CC[C@@](CO)(CC(=O)O)O2 (stereo partly drawn),-5%,i,-4%,-12%,6%,
O=c1cc2ncc(-c3[nH]ncc3[N+](=O)[O-])cn2[nH]1,-6%,0.9%,0%,10%,-2%,
CCc1nn(CC(=O)NCCCN2CCOCC2)c(=O)c2cc3cc(F)ccc3n12,6%,i,-9%,-10%,0%,
O=C(CN(Cc1ccco1)C(=O)Cn1nnc(-c2cccs2)n1)NCc1ccccc1,-3%,i,4%,5%,-2%,
O=C(NCCC1=CCCCC1)c1ccc(-n2cncn2)cc1,48%,i,6%,0%,x,
CCOc1ncccc1C(=O)Nc1ccc(F)c(Cl)c1,23%,1.2%,4%,-10%,7%,
CCN1CCN(C(=O)C2CCN(S(=O)(=O)c3cccc4cccnc34)CC2)CC1,-6%,0.7%,-14%,-1%,-16%,
Cc1ccc(C(=O)CSc2nnc(COc3cc(C)cc(C)c3)o2)cc1,1%,0.2%,-1%,-6%,-8%,
COc1ccc(S(=O)(=O)N2CCOCC2)cc1NC(=O)Cc1cccs1,7%,4.4%,6%,-7%,x,
COc1ccc(-n2c(=O)[nH]c3cc(C(=O)NCCc4ccc(Cl)cc4)ccc3c2=O)cc1OC,2%,3.4%,3%,5%,-6%,
FC(F)(F)c1cccc(NC2=NCCCS2)c1,12%,i,-1%,-6%,6%,
Cc1nc2c(c(=O)n1CCC(C)C)c1nc3ccccc3nc1n2CC1CCCO1 (stereo not drawn),1%,9.2%,1%,-1%,0%,
Cc1ccc(C2C3=C(CCCC3=O)OC3=C2C(=O)CCC3)cc1,11%,i,6%,16%,-6%,
COc1cc(NC(=O)c2cc(-c3cccs3)on2)cc(OC)c1OC,3%,i,0%,1%,-1%,
O=C(O)CC(CC(=O)O)(C(=O)O)c1ccccc1,-4%,i,-3%,12%,6%,
O=C(CNCC1(N2CCOCC2)CCCCC1)Nc1ccc(Cl)cc1,41%,0.6%,-10%,6%,15%,inhibitors of VEEV 10K pilot screen=0.2
CCOc1cc(C=O)ccc1OCCSc1ccc(C)cc1,55%,i,-13%,-10%,-9%,
CCc1nc(NCCc2ccccn2)c2nnn(Cc3ccccc3F)c2n1,14%,i,-1%,5%,8%,
COc1cc([N+](=O)[O-])ccc1NC(=O)CCCOc1ccc(C)cc1,67%,1.9%,-5%,6%,-2%,
CCOc1ccc(C(=O)Nc2ccc3nc(N4CCN(CC)CC4)cc(C)c3c2)cc1,62%,4.7%,44%,2%,-1%,
CCOC(=O)c1c(NC(=O)c2cccs2)sc(C)c1CC,25%,0.3%,10%,-6%,8%,

# Compounds were not picked by outcome; 1.6% or so of the library scored in one or more.
